MEKK3 PB1 HTS = modulators of MEKK3-MEK5 PB1 binding, primary screen, biochemical, wildtype MEKK3, multiplex bead flow cytometry, Alexa488-MEK5. Mitogen-activated protein kinase kinase kinase 3 (Homo sapiens), Q99759. bead-based flow cytometry, Alexa488-MEK5 binding to MEKK3; actives lie on both sides; 0 = blocked by unlabeled MEK5, 100 = vehicle. binding response (% of control), % at 10 µM. 290,000 compounds, 1.4% hits;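 active means binding response more than 3 SD above or below the average of its plate-row segment, actives on both sides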;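 further: Alexa488 bead fluorescence after subtracting the streptavidin-only scavenger bead signal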
Target sequence (Q99759 whole entry, looked up): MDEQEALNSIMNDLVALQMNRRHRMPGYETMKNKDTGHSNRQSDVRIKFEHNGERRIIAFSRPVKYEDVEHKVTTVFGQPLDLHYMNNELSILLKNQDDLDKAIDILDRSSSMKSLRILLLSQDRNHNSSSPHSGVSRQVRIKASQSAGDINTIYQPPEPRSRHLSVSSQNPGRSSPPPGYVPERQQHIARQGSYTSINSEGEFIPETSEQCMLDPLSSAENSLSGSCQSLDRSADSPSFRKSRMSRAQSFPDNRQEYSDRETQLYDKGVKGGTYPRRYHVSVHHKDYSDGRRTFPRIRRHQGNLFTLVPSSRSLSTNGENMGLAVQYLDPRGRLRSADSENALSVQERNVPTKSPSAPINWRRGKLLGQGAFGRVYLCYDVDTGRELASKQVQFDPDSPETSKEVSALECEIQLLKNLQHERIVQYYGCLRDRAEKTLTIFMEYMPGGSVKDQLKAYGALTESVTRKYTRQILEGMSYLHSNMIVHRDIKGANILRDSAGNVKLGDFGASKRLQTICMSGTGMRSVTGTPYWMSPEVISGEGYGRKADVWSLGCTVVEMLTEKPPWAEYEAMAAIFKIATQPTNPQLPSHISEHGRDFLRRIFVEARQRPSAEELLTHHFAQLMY
IDE cell inh = human IDE inhibitors in live cells, primary screen, fluorescence polarization, HEK cells, FAbetaB substrate; Insulin-degrading enzyme (Homo sapiens), P14735; FAbetaB cleavage; inhibition, % at 5.59 µM; 320,000 compounds, 0.41% hits; AID 434962, 2010;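 active means percent inhibition above the average of all tested compounds plus 3 SD, set per screening campaign, cut at about 16% in these data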;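 further: IDE supplied by intact live HEK cells; FP after avidin binding of uncleaved biotin substrate so inhibition keeps polarization high; 0% = DMSO wells and 100% = 60 µM reference IDE inhibitor Ii1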
CRFBP-R2 agonist = agonists of CRF-BP/CRF-R2 complex, primary screen, cell-based, HEK293, calcium dye fluorescence, uHTS. CRF-binding protein / CRF receptor 2 complex (human). calcium dye fluorescence (FLIPR); percent of saturating CRF peptide response. activation, % at 13.2 µM. 350,000 compounds, 0.46% hits. AID 588473, 2011;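 active means activation of at least 50%, plus an integration ratio under a set limit after plate pattern correction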;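 further: plate controls were neutral control wells without compound for no effect and CRF at EC100 for full effect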
CHRM4 PAM = human M4 muscarinic receptor positive allosteric modulators, primary screen, CHO-K1 cells, Fluo-8 calcium fluorescence. Muscarinic acetylcholine receptor M4 (Homo sapiens), P08173. CHO-K1 hM4/Gqi5, ACh EC20; 0% = ACh EC20, 100% = maximal ACh. activation, % at 3 µM. 360,000 compounds, 0.4% hits;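 active means activation above its plate's cutoff, the mean activation of sample wells plus 3 SD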; further: some results filed as inactive read as strong as hits
CRFBP-R2 block = antagonists of CRF-BP/CRF-R2 complex, primary screen, cell-based, HEK293, calcium dye fluorescence, uHTS; inhibition, % at 11.8 µM; 350,000 compounds, 0.59% hits; CRF-induced calcium fluorescence;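 active means inhibition of the ligand-induced calcium signal above about 50% at the single tested concentration, limit read from the data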
PHOSPHO1 block = PubChem AID 1565; Phosphoethanolamine/phosphocholine phosphatase (Homo sapiens), Q8TCT1; inhibition, % at 13.3 µM; recombinant PHOSPHO1, absorbance phosphatase assay; 290,000 compounds, 1.1% hits; in the data active means inhibition above about 60%
Target sequence (Q8TCT1 whole entry, looked up): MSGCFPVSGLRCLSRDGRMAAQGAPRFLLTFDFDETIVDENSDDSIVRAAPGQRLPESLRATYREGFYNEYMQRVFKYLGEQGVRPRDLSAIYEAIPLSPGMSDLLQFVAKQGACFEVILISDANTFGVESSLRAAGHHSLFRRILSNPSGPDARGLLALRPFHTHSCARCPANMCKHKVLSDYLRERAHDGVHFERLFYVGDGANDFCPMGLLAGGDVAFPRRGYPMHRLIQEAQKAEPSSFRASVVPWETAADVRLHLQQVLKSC
IDE cell activ = human IDE activators in live cells, primary screen, fluorescence polarization, HEK cells, FAbeta-B substrate; Insulin-degrading enzyme (Homo sapiens), P14735; FAbeta-B cleavage; 0% vehicle, 100% cell-free pure enzyme wells; activation, % at 5.96 µM; 340,000 compounds, 0.073% hits; AID 493087, 2011;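 active means activation above the mean of all tested compounds plus 3 SD, set per screening campaign, cut at about 17% in these data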
p-CIP stab down = p/CIP-EGFP fusion destabilizers, primary screen, fluorescence, F442A cells; Q05BA5; 16 h; decrease of EGFP signal, % at 10 µM; 290,000 compounds, 0.01% hits; AID 1984, 2009;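 active means EGFP signal decrease of at least 30% at 10 µM or well 3 SD below plate mean, unless failing retest; inactive means the rest, including hits failing retest or dose response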; further: some compounds called inactive have numbers as strong as hits; many of its hits are not listed in these tables
GalR3 antagonist = GalR3 antagonists in HEK293 cells, primary screen, cell-based, fluorescence readout | Galanin receptor type 3 (Homo sapiens), O60755 | HEK293 GalR3-CNG cAMP membrane potential fluorescence; galR3 body fused to GalR1 C-terminus | inhibition, % at 3 µM | 360,000 compounds, 0.44% hits | AID 651719, 2012;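 active means inhibition above the screen-wide average plus 3 SD, cut at about 13% in these data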;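 further: forskolin and galanin both at EC90 stimulate the cells; cAMP rise reported by CNG channel membrane potential dye signal; 0% = forskolin plus galanin with DMSO and 100% = forskolin alone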
* marks the source's active call; other numbers are inactive results; . = not tested or not shown; [ ] = remark or other dose.

nr	Compound	MEKK3 PB1 HTS	IDE cell inh	CRFBP-R2 agonist	CHRM4 PAM	CRFBP-R2 block	PHOSPHO1 block	IDE cell activ	p-CIP stab down	GalR3 antagonist
1	CN1CCC(N(C)C(=O)c2ccccc2F)CC1	103	1	-2.1	12	9	19	-2	4	-9
2	Cc1ccc(NC(=O)C(CC(=O)O)C2CCCO2)c(C)c1 (stereo unspecified)	104	1	-1.4	4	-1	16	3	10	-13
3	O=C(Nc1cc(C(F)(F)F)ccc1N1CCOCC1)C1Cc2ccccc2CN1C(=O)c1ccco1 (stereo unspecified)	78	10	6.6	-1	-10	65*	5	-4	-5
4	O=C(NCCc1ccccc1)c1c(O)c2cccc3c2n(c1=O)CC3	97	3	2.1	14	-17	20	6	-6	-3
5	Nc1ccc(-c2nc3ccc(C(=O)O)cc3s2)cc1	111	3	0.2	1	9	-13	-3	2	2
6	CN1Cc2c(N3CCOCC3)nc3sc(C#N)c(N)c3c2CC1(C)C	89	-1	2.7	2	-1	-19	4	4	-1
7	CCOCCn1c(COc2ccc(C)cc2)nc2ccccc21	101	-1	0.5	-8	24	-8	3	-6	3
8	COc1ccc([C@@H]2[C@@H]3C(=O)N(C(C)(C)C)C(=O)[C@@H]3[C@]3(Cc4ccccc4)C(=O)N(c4cccc(Cl)c4)C(=O)N23)cc1	.	-6	2.0	6	-7	.	4	.	-2
9	CCCCn1ccc(O)c(Cc2ccc(F)cc2)c1=O	98	0	0.9	4	-8	14	14	-4	1
10	CC(C)Sc1nnc(CNC(=O)C23CC4CC(CC(C4)C2)C3)n1C1CCCCC1	112	10	-3.2	-3	-23	-12	5	-13	2
11	O=C1CCC(C(=O)N2CCN(c3cnccn3)CC2)CN1CCc1ccccc1 (stereo unspecified)	.	.	-0.8	6	6	.	.	.	-5
12	CCCSc1nnc(CN2CCOCC2)n1C	100	4	2.2	1	7	3	5	0	-6
13	COc1ccc(C(=O)NCc2n[nH]c(=S)n2-c2ccccc2)cc1OC	-1.0*[inhibitor]	1	4.4	10	5	58	3	-4	0
14	COc1cc(C=O)cc(OC)c1OS(=O)(=O)c1ccc(NC(C)=O)cc1	101	10	0.0	7	-4	-7	2	-2	-4
15	CC(=O)Nc1ccc(NS(=O)(=O)c2cc(C)sc2C)cc1	101	11	-1.7	5	11	-1	-4	-8	-2
16	COc1ccccc1NC(=O)Cn1cnc2sc(C(=O)Nc3ccc(OC)c(OC)c3)c(C)c2c1=O	102	1	-0.1	2	11	28	0	6	0
17	CC(C)(C)NC(=O)COc1ccc2oc3c(c2c1)CCCC3	98	-2	1.4	-15	0	8	3	-2	-6
18	CSCCNC(=O)c1ccc2nc(Cc3ccccc3F)oc2c1	93	0	1.5	-1	-6	14	2	-14	-2
19	CCOc1cc(CNCc2cccs2)ccc1OCC(=O)NC(C)(C)C	98	3	-2.2	-9	15	-15	2	-7	-6
20	O=C(N/N=C/c1ccncc1)c1ccccc1[N+](=O)[O-]	99	0	0.7	5	23	-15	-5	-7	-3
21	O=C1CC2(CCCCC2)Oc2ccc(F)cc21	91	-2	-2.1	5	0	.	1	.	-5
22	CC(C)OP(=O)(c1ccc(N(C)C)cc1)C(O)c1cccnc1 (stereo unspecified)	104	-1	0.3	-4	-14	29	3	-24	-1
23	CN(c1ccccc1)S(=O)(=O)c1ccc(C(=O)N2CCc3ccccc3C2)cc1	94	-1	0.5	-9	4	-46	0	3	-1
24	CN(CCNC(=O)C1CCC(=O)N(Cc2ccc(Cl)cc2)C1)CCc1ccccc1 (stereo unspecified)	103	2	-0.2	10	10	9	4	13	-4
25	Cc1csc(=O)n1CC(=O)OCC(=O)NNC(=O)c1ccccc1	103	2	0.7	-3	-10	38	2	5	3
26	CC(=O)C1CCC2C3CC=C4CC(SC(=N)N)CCC4(C)C3CCC12C (stereo unspecified)	.	.	4.5	-9	-41	.	-9	.	-1
27	O=c1cc(O)c(-c2cccc(Cl)c2)c(Cl)[nH]1	100	-2	-0.9	-5	9	4	-2	-8	-1
28	O=C(COC(=O)CNC(=O)c1sc2ccccc2c1Cl)Nc1c(Cl)cc(Cl)cc1Cl	103	4	6.7	11	18	1	-4	5	0
29	CC1=NC(C)(C)Cc2c(C)cccc21	104	1	3.1	0	4	12	-3	-4	-6
30	CCN(CC)S(=O)(=O)c1ccc(C2=NOC3(C2)N(C)c2ccccc2C3(C)C)cc1 (stereo unspecified)	94	8	3.6	-15	-1	-2	5	-18	-3
31	CCn1c(SCC(=O)c2ccc(F)cc2)nnc1-c1ccoc1C	101	5	1.5	0	-9	-31	3	-11	-5
32	O=[N+]([O-])c1cccc2c(S(=O)(=O)N3CCCCC3)cccc12	100	10	0.4	-1	-7	2	6	-13	-8
33	COc1ccc(-c2csc3ncn(-c4cccc(C)c4)c(=O)c23)cc1OC	102	2	-1.1	-1	5	23	1	10	-6
34	C=CCn1c2ccccc2c2nnc(SCC(=O)OC)nc21	.	.	-0.8	-5	-5	.	.	.	-7
35	Cc1nc(SCc2nc3c(C)cccc3[nH]2)c2oc3ccccc3c2n1	.	-1	-0.1	10	4	.	1	.	0
36	O=S(=O)(c1ccc(NC(=S)N2CCOCC2)cc1)N1CCCCC1	.	.	3.1	6	-7	.	.	.	-6
37	O=c1oc2cc(OCc3ccc(F)cc3F)ccc2cc1-c1ccc2ccccc2n1	106	6	.	.	.	-7	.	-15	.
38	O=C(O)C1CC(=O)N(CCc2ccccc2)C1 (stereo unspecified)	105	8	3.5	6	-29	3	-5	-8	-3
39	C=CCOC(=O)C1=C[C@@H](c2csc3ccccc23)C[C@@H](OCCCCO)O1	93	-2	-0.3	4	1	.	3	.	-4
40	CC1CCN(S(=O)(=O)c2ccc3c(c2)oc(=O)n3CC(=O)NCc2ccc3c(c2)OCO3)CC1	107	4	-1.6	3	11	7	2	-4	2
41	O=C(COc1ccc(Br)cc1)NCCO	105	-1	-0.5	3	1	-11	7	1	-1
42	O=C(NCCCn1ccnc1)c1cn(-c2ccccc2)nc1-c1ccc(F)cc1	101	-1	-1.4	4	-15	-21	7	-1	-4
43	CCc1ccc(CN(C)C(=O)CCc2nnc(COc3ccccc3)o2)cc1	102	4	0.3	-4	-3	15	2	-13	-2
44	CC(C)N(C(=O)CSc1n[nH]c(=O)n1CCc1ccccc1)C(C)C	102	-8	1.1	3	-6	36	2	2	-8
45	Cn1c(=O)[nH]c(=O)c2[nH]c(N(Cc3ccccc3)Cc3ccccc3)nc21	122*	5	-0.8	11	-50	20	4	-14	1
46	Cc1[nH][nH]c(=O)c1C(c1ccc(-c2ccc(Cl)cc2)o1)c1c(C)[nH][nH]c1=O	95	4	8.0	5	-6	8	-1	-7	-5
47	COC(=O)C(=N/Nc1ccccc1C(=O)OC)/C(C)=N/O	101	-3	-0.9	13	-7	24	0	2	-4
48	Cc1cccc(/C=N/NC(=O)C(C)Nc2cccc3ccccc23)n1 (stereo unspecified)	106	1	4.2	2	-12	80*	-27	0	-6
49	Cc1ccc2nc(-c3ccccn3)cc(C(=O)NC3CCN(C)CC3)c2c1	101	.	.	.	.	24	.	2	2
50	C[C@H](CO)N1C[C@H](C)[C@@H](CN(C)S(C)(=O)=O)Oc2c(NC(=O)C3CCCCC3)cccc2C1=O	.	2	6.3	12	20	.	-1	.	-6
51	CN(C)C(=O)CSc1nc2ccccc2n1Cc1ccccc1	99	4	-2.4	-5	-17	3	-3	-10	-3
52	CCCNC(=O)CN1C(=O)c2ccccc2Sc2ncccc21	97	0	0.8	2	-5	-11	3	-11	-11
53	Cc1c(C)c2c(OCC(=O)NCCCO)cc3c(c2oc1=O)CCC(C)(C)O3	101	4	-0.8	0	0	30	0	-14	-9
54	Cc1c(NC(=O)c2cc(-n3cnnc3)ccc2Cl)cccc1-c1nc2ccccc2o1	95	5	1.3	10	6	13	1	-4	-6
55	CCN(CC)CCn1c(NS(=O)(=O)c2ccc(C)cc2)nc2ccccc21	.	7	-2.1	0	11	.	-2	.	-10
56	COc1ccc(Cl)cc1NC(=O)CN(C)CC(=O)Nc1cc(OC)c(OC)c(OC)c1	100	1	-2.7	-6	-6	29	2	4	-9
57	CCc1ccc(/C=C2/SC(=S)N(CCCC(=O)Nc3cccc(C(=O)O)c3)C2=O)cc1	.	.	-1.4	5	4	.	.	.	-6
58	Nc1nc(SCC(=O)Nc2ccc(Br)cc2Br)n[nH]1	.	7	-2.9	2	1	.	0	.	-7
59	CCOC(=O)C1CCCN(C(=O)c2cccc(S(=O)(=O)N(C)c3ccc(C)cc3)c2)C1 (stereo unspecified)	.	1	0.6	-4	1	.	5	.	-8
60	CCc1ccc(CNC(=O)CCC(=O)n2ncc3cc(C)ccc32)cc1	103	-6	-1.8	-12	18	10	0	-12	.

Other structures.
nr	Compound	MEKK3 PB1 HTS	IDE cell inh	CRFBP-R2 agonist	CHRM4 PAM	CRFBP-R2 block	PHOSPHO1 block	IDE cell activ	p-CIP stab down	GalR3 antagonist
61	CC12CCC(C(=O)NNc3ccc([N+](=O)[O-])cc3)(OC1=O)C2(C)C (stereo unspecified)	132*	5	-0.6	2	9	33	2	-4	-5
62	Cc1sc(NC(=O)C2CC(Cl)=CCC2C(=O)O)c(C#N)c1C (stereo unspecified)	101	2	-0.9	5	5	-119	-2	-2	-4
63	CCOc1cc(/C=C(/NC(C)=O)C(=O)O)cc(Cl)c1OCc1cccc(Br)c1	109	6	0.2	5	-1	33	0	-5	-4
64	CCC(C)[C@H]1CN=C(N)N1CCCc1cc(OC)c(OC)c(OC)c1 (stereo partly specified)	96	6	0.2	10	13	35	5	-4	0
65	O=C(NCCc1ccc(Cl)cc1)C12CC3CC(CC(O)(C3)C1)C2	98	-5	-0.9	1	-11	32	9	-6	-4
66	CC(=O)c1ccc(NC(=O)CN(c2c(C)cccc2C)S(C)(=O)=O)cc1	105	.	-3.0	0	-12	44	5	5	-8
67	CCOc1ccc(N(CC(=O)Nc2ccc(OC)cc2)S(C)(=O)=O)cc1	93	2	-0.8	9	13	15	3	-23	-3
68	CC[N+](CC)(CCCCS(=O)(=O)[O-])CCNP1(=O)C=C(c2ccccc2)OC(c2ccccc2)=C1	100	-1	2.3	-2	-16	20	-1	8	-4
69	Cc1ccoc1C(=O)NCCCNC(=O)c1occc1C	107	3	0.2	0	14	29	-6	-4	-7
70	CCC(=O)N1CCCc2cc(S(=O)(=O)NCc3cccs3)ccc21	104	4	-1.3	-3	12	-18	7	-14	-10
71	Cn1c(Cc2cccs2)nnc1SCC(=O)N1CCCc2ccccc21	95	1	-0.5	1	-26	12	0	-12	-2
72	CCC(=O)NC(=S)NNC(=O)c1ccc(NC(=O)c2ccccc2)cc1	97	-3	-1.8	6	-5	39	2	0	-6

Assay outcomes as filed in PubChem BioAssay.
